Screening results (PubChem)
Abeta rescue: restores growth of yeast expressing A-beta42 peptide | AID 1347071 | 410,000 compounds, 0.063% hits | Potency, µM (titrated, usually from 46.1 µM), inactives show at the highest dose growth rescue, actives largely listed as activators | yeast expressing A-beta42, growth rescue, OD600, 48 h; response scale: 0% DMSO, 100% iron-clioquinol control; also: potency is read from the fitted curve at half-maximal effect; nearly all actives have a fitted effect of over 55% in size
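Yeast growth medium received pinned compounds, then yeast cells expressing toxic A-beta were added; plates incubated at 30 C for 48 hr. Growth read as absorbance at 600 nm, normalized to DMSO and equimolar FeCl3 plus clioquinol controls.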
pAkt inh: Akt phosphorylation inhibition. Neuro2A IGF-stimulated pAkt S473 HTRF, 20 min; active compounds read low. activity change, % for hits at 50 µM. 360,000 compounds, 0.32% hits. AID 651550; in the data active = activity change below about -80%; inconclusive = mostly about -51% to -80%; also: % is scaled to controls: 0 for no effect and ±100 for the full control effect
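Single-point screen (50 µM final compound) in Neuro2A cells stimulated 20 min with 6 nM IGF at 37 deg C. After lysis, Ser473-phosphorylated Akt read by HTRF (ex 330 nm, em 615/665 nm) as the 665/615 ratio.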
Nrf2 block: Nrf2 pathway inhibition. A549 ARE-Fluc reporter, luciferase luminescence, 18-24 h. Potency, µM (titrated, usually from 46 µM), for the others: at the top dose activity change, negative = inhibition, hits mostly inhibitors. 360,000 compounds, 2.1% hits. AID 504444; also: potency is read from the fitted curve at half-maximal effect; % is scaled to controls: 0 for no effect and ±100 for the full control effect; nearly all actives have a fitted effect of over 60% in size
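Concentration-response testing used A549 ARE_Fluc cells at 5000 cells/well. Following an 18-24 h compound incubation, viability was read by fluorescence (Ex 405/Em 525) and luciferase output by luminescence.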
HepG2 viability: counter-screen for TGF-b inhibitors: cytotoxicity in HepG2 cells; HepG2 CAGA-GFP viability, ATP luminescence, 18 h; Potency, µM (doses to about 46.1 µM), inactives show at the top dose activity change, negative = cytotoxicity, most hits filed as cytotoxic; 410,000 compounds, 0.76% hits; also: potency is read from the fitted curve at half-maximal effect; some results filed as inactive show a strong effect at the top dose
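HepG2 CAGA-GFP cells (1000/well, DMEM with 1% FBS) received compound, then TGF-beta at 500 pg/mL final, and were incubated 18 hours at 37 degrees C. Viability was read by CellTiter-Glo luminescence. Media-only wells were set as complete cell-killing and DMSO as no toxicity.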
A549 tox: kills or reduces viability of A549 cells in Nrf2 counter-screen. A549 ARE-Fluc cells, CellTiter-Fluor viability, 18-24 h. Potency, µM (top dose mostly 46 µM), for inactives: at the highest dose activity change, negative = cytotoxicity, hits mostly inhibitors. 390,000 compounds, 0.16% hits; also: potency is read from the fitted curve at half-maximal effect; % is scaled to controls: 0 for no effect and ±100 for the full control effect
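Cytotoxicity counterscreen: CellTiter-Fluor fluorescence was measured in A549 ARE_Fluc cells after 18-24 h of compound exposure in a concentration series. The subsequent BugLite luminescent read reports ARE-luciferase activity.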
Nrf2 activator: activators of Nrf2 (ARE) signaling; AREc32 ARE-luciferase reporter (MCF7-derived line), luminescence, 24 h; Potency, µM (doses to about 46.1 µM), for the others: top-dose activation, actives largely listed as activators; 410,000 compounds, 0.31% hits; also: potency is read from the fitted curve at half-maximal effect; % of control where 0% means no effect; nearly all actives have a fitted effect of over 65% in size
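ARE-driven firefly luciferase activity in AREc32 cells measured after a 24 hr compound exposure at 37 deg C, using Steady-Glo reagent and a 30 min room-temperature hold.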
TGFb inhibitor: blocks TGF-b signaling. 410,000 compounds, 1.2% hits. Potency, µM (highest dose often 46.1 µM), without a hit: at the highest dose activity, negative = inhibition, actives largely listed as inhibitors. HepG2 CAGA-GFP TGF-b/SMAD3 reporter, GFP fluorescence, 18 h; TGF-beta stimulated, 500 pg/mL final; also: potency is read from the fitted curve at half-maximal effect; % is scaled to controls: 0 for no effect and ±100 for the full control effect; nearly all actives have a fitted effect of over 65% in size
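HEPG2 CAGA-GFP cells (1000/well, DMEM with 1% FBS) were pre-incubated 2 h at 37 degrees C, given compound by pin tool, then stimulated with TGF-beta at 500 pg/mL final for 18 h before per-cell GFP fluorescence imaging.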
MmCpn inh: M. maripaludis TRiC chaperonin inhibition | AID 504842 | purified Mm-Cpn ATPase, ADP Transcreener TR-FRET | Potency, µM (highest dose often 76.9 µM), inactives show at the top dose activity, negative = inhibition, actives largely listed as inhibitors | 330,000 compounds, 0.031% hits; also: potency is read from the fitted curve at half-maximal effect; % is scaled to controls: 0 for no effect and ±100 for the full control effect; nearly all actives have a fitted effect of over 80% in size
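ATPase read-out: TR-FRET ADP immunoassay (anti-ADP Eu cryptate vs ADP-d2), ex 320 nm, em 590/665 nm; signal drops as ADP forms. Enzyme 25 nM, ATP 10 uM, 30 min at 37°C after 10 min compound preincubation.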
CCT chaperon mod: modulators of cytosolic chaperonin (CCT/TRiC) activity. purified chaperonin ATPase assay, HTRF ADP detection, 30 min. activity change, % (test concentration not listed), hits read low. 360,000 compounds, 0.3% hits; in the data active = activity change below about -30%; also: % is scaled to controls: 0 for no effect and ±100 for the full control effect
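First, chaperonin was dispensed at 40 nM or 20 nM final depending on batch activity. Next, compounds were pinned at 76 uM and ATP added at 10 uM. After 30 min at 37 °C, ADP detection reagents ran 30 min at ambient temperature.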
* hit, by the source's call; i = inactive; ? = inconclusive; nt = no result given; [ ] = another dose, or the depositor's remark. Unless noted, calls follow the shape of the dose curve; as a rule, active = well fitted curve in the direction sought with a large enough effect; inconclusive = small, poorly fitted or top-dose-only effect, or another doubt; inactive = no such curve, though single readings can be large; an effect the other way counts as inactive or inconclusive.

SMILES	Abeta rescue	pAkt inh	Nrf2 block	HepG2 viability	A549 tox	Nrf2 activator	TGFb inhibitor	MmCpn inh	CCT chaperon mod
COCCCn1c(=O)c2sccc2n(Cc2cc(C(=O)OC)ccc2OC)c1=O	-13%	i	-5%	2%	-4%	4.6%	-1%	-2%	0.0
O=C(Cc1ccccc1)NNC1CC(=O)N(c2ccc(Cl)cc2)C1=O (stereo not given)	7%	i	3%	-6%	0%	-0.3%	7%	-7%	-2.8
CS(=O)(=O)NCc1nnc(SCc2c(F)cccc2Cl)o1	-16%	i	9%	7%	-3%	2.1%	4%	3%	0.2
COc1ccc(CNC(=O)Nc2cn(CC(C)C)c(=O)c3ccccc23)c(OC)c1	-7%	nt	6%[9.27 µM]	-1%	-5%	12%	-7%	nt	nt
CCNc1nc(SCC(=O)Nc2ccc(Cl)c(Cl)c2)nc(N2CCOCC2)n1	3%	i	?	7%	?	4.1%	3%	1%	0.0
O=C(Nc1ccc(Cl)c(Cl)c1)Nc1cc(C(=O)N2CCOCC2)ccc1N1CCCCC1	-8%	i	10%	-7%	10%[1.84 µM]	-0.5%	-11%	nt	-3.5
Cc1ccc(-n2nc3c(=O)n(C(C)C(=O)NCc4ccc(OC(C)C)cc4)nc(C)c3c2C)cc1 (stereo not given)	-19%	nt	1.8µM*	-36%	-4%	-1.5%	?	nt	nt
COC(=O)c1[nH]c2cccc(OC)c2c1NC(=O)CN(C)CC1OCCO1	2%	i	2%	-13%	-8%	0.0%	-29%	-3%	-3.5
COc1ccc(NS(=O)(=O)c2cc(S(C)(=O)=O)ccc2C)cc1	3%	i	2%	-5%	-1%	-0.6%	-3%	-4%	2.0
CCn1nc(C)c(NC(=O)CC23CC4CC(CC(C4)C2)C3)c1C	?	i	-24%	1%	2%	-0.1%	-13%	3%	0.5
CCSc1ccc2nnc(-c3cccc(F)c3)n2n1	-35%[inhibitor]	i	nt	-31%	-4%	-0.2%	1%	-5%	-1.3
Cc1ccc2nc(NCCCN3CCOCC3)c(C=NCCCN3CCOCC3)c(=O)n2c1	-7%	i	10%	-3%	3%	2.1%	12%	1%	-0.3
O=C1N(CN2CCN(c3cccc(Cl)c3)CC2)c2ccccc2C12OCCCO2	-10%	i	0%	-4%	0%	2.7%	-2%	-1%	3.0
CC(C)(O)[C@H]1Cc2cc3ccc(=O)oc3cc2O1	-7%	i	-6%	-89%	-8%	-0.4%	16%	-6%	-23
COc1ccc(NC(=O)C2CCCO2)cc1Cl (stereo not given)	-3%	i	14%	7%	-4%	-0.3%	-3%	-1%	0.9
CC(C)=CCC[C@](C)(O[C@@H]1O[C@H](CO[C@@H]2OC[C@H](O[C@@H]3OC[C@@H](O)[C@H](O)[C@H]3O)[C@H](O)[C@H]2O)[C@@H](O)[C@H](O)[C@H]1O)C1CC[C@]2(C)C1[C@H](O)CC1[C@@]3(C)CC[C@H](O)C(C)(C)C3[C@@H](O)C[C@]12C (stereo not given in full)	3%	i	7%	-1%	1%	-1.0%	-3%	?	-0.3
CCOC(=O)c1[nH]c2ccc(OCC)cc2c1NC(=O)CN1CCN(c2ccccc2)CC1	17%	i	nt	10%	-1%	2.7%	-2%	0%	-1.7
O=C(CCc1ccc(S(=O)(=O)NC2CCCCC2)cc1)NCc1ccccn1	5%	i	1%	0%	2%	0.1%	-6%	-4%	2.1
CC1CCC(NC(=O)C(Cc2ccccc2)n2cccc2)CC1 (stereo not given)	11%	i	-5%	-16%	0%	-0.6%	-15%	-1%	-1.9
COc1ccc(N2C(=NC(=O)C3CC3)SC3CS(=O)(=O)CC32)cc1Cl (stereo not given)	nt	i	-12%	2%	-7%	0.3%	0%	1%	-1.4
Cc1ccc(C(=O)N2CCC2(C)C(=O)NC(C)C)cc1 (stereo not given)	-7%	i	nt	-2%	nt	0.4%	-1%	nt	0.2
O=C(NC(NC(=S)Nc1c(Cl)cccc1Cl)C(Cl)(Cl)Cl)OCc1ccccc1 (stereo not given)	4%	i	?	-46%	?	6.9%	?	-1%	-3.9
COc1ccc(CNC(=O)NCCc2c[nH]c3ccccc23)cc1	7%	i	1%	-4%	1%	-0.1%	-23%	5%	-0.7
Cc1ccccc1NC(=O)C(NS(=O)(=O)c1ccc2c(c1)c(=O)n(C)c(=O)n2C)c1ccccc1 (stereo not given)	-11%	i	6%	-3%	-1%	-0.7%	-3%	0%	-7.1
COc1ccc(-c2sc3cc4c(cc3c2C#Cc2ccc(N)cc2)OCO4)cc1	-18%	i	-12%	0%	-7%	9.6%	-1%	-5%	-2.1
CCn1c(=O)c2sccc2n2c(CCC(=O)NCc3ccc(Cl)cc3)nnc12	-17%	nt	-29%	6%	-3%	0.3%	-18%	nt	nt
O=C1NC[C@H](c2ccccc2)N(CCc2cc(C(F)(F)F)cc(C(F)(F)F)c2)C1=O	-3%	i	?	-6%	-8%	-1.1%	-19%	-2%	-2.2
COc1ccc(OC)c(NC(=O)CCCCCn2nnc3ccccc3c2=O)c1	0%	i	-14%	4%	18%	1.8%	-1%	1%	-0.6
Cc1ccc2c(=O)cc(C(=O)Nc3sc4c(c3C(=O)NCc3ccco3)CCC4)oc2c1C	-14%	nt	17%	-4%	0%	-1.3%	-11%	nt	nt
CCN1C(=O)[C@H]2[C@H]3CN=C(SCc4ccc(C#N)cc4)N3[C@@](C)(C(=O)OC)[C@H]2C1=O	3%	i	5%	5%	0%	-0.7%	0%	0%	-2.8
O=C(Nc1nc2ccc(F)cc2s1)c1nc(S(=O)(=O)Cc2ccccc2)ncc1Cl	-5%	nt	?	-116%	?	-4.3%	?	nt	nt
Fc1ccc(CNC(=S)Nc2ccccc2Cl)cc1	26%	i	-14%	6%	13%	0.1%	-4%	3%	0.3
COCCCNC(=O)CCCn1c(=O)c2cccn2c2ccccc21	-5%	nt	-12%	0%	3%	-0.9%	0%	nt	nt
CCOC(=O)N1CCN(c2c(NC3CCN(Cc4ccccc4)CC3)c(=O)c2=O)CC1	-2%	i	0%	-5%	6%	0.0%	-20%	-6%	-1.1
COCCNC(=O)Cn1cc(S(=O)(=O)N2CCN(c3ccccc3F)CC2)c2ccccc2c1=O	5%	i	-6%	-3%	-5%	0.3%	1%	1%	1.6
COC(=O)c1c(O)ccc(Oc2ccccc2)c1C(=O)OC	1%	i	16%	-8%	2%	0.2%	6%	0%	-0.6
Cc1sc2ncnc(OCC(=O)NCC3CCCO3)c2c1C (stereo not given)	-10%	i	13%	-2%	-6%	-0.4%	-17%	-3%	1.2
O=C1CC2(CCN(C(=O)c3c(F)cccc3Cl)CC2)Oc2ccccc21	15%	i	2%	4%	-4%	-0.2%	-10%	1%	-1.0
CCc1cccc(OCC2Cn3c(nc4c3c(=O)n(C)c(=O)n4C)O2)c1 (stereo not given)	16%	i	?	-43%	-5%	-0.6%	-19%	-9%	0.4
COc1cc(-c2noc(-c3cc4cccc(C)c4oc3=O)n2)cc(OC)c1OC	-10%	nt	8%	-12%	10%	0.5%	-6%	nt	nt

An excerpt of these results, with two lines to a compound:
Values in the order – Abeta rescue	pAkt inh	Nrf2 block	HepG2 viability	A549 tox	Nrf2 activator	TGFb inhibitor	MmCpn inh	CCT chaperon mod
- COc1cc(-c2noc(-c3cc4cccc(C)c4oc3=O)n2)cc(OC)c1OC
→ -10%	nt	8%	-12%	10%	0.5%	-6%	nt	nt
- O=C1CC2(CCN(C(=O)c3c(F)cccc3Cl)CC2)Oc2ccccc21
→ 15%	i	2%	4%	-4%	-0.2%	-10%	1%	-1.0
- COCCNC(=O)Cn1cc(S(=O)(=O)N2CCN(c3ccccc3F)CC2)c2ccccc2c1=O
→ 5%	i	-6%	-3%	-5%	0.3%	1%	1%	1.6

Carrying on:
SMILES	Abeta rescue	pAkt inh	Nrf2 block	HepG2 viability	A549 tox	Nrf2 activator	TGFb inhibitor	MmCpn inh	CCT chaperon mod
Cc1noc(/C=C/N(C)C)c1S(=O)(=O)N1CCCC(C(=O)NC2CCCCC2C)C1 (stereo not given)	1%	i	10%	-24%	8%	-0.1%	1%	-1%	-0.8
O=C(CSc1ccc2c(c1)OCCO2)N1CCN(c2ccccc2O)CC1	-6%	i	4%	5%	-6%	0.2%	?	1%	-2.3
NS(=O)(=O)c1ccc(NC(=S)NNC(=O)c2cccs2)cc1	-10%	i	?	-34%	23%	0.4%	2%	-2%	-2.7
CCOC(=O)c1ccc(C(=O)NNC(=O)C2CC=CCC2)cc1 (stereo not given)	-14%	i	8%	-19%	-6%	1.0%	?	nt	1.7
CCOc1ccccc1NC(=O)c1c(NC(=O)Cc2ccc(OC)cc2)sc2c1CCC2	-2%	nt	4%	-31%	0%	7.8%	?	nt	nt
COc1ccc(CNC(=O)COC(=O)CN2C(=O)C(C)Oc3ccc(C)cc32)cc1 (stereo not given)	-3%	i	2%	-10%	-9%	-0.2%	2%	-1%	0.0
O=C(CSc1nc2c(c(=O)n1-c1ccccc1)SCC2)NCC1CCCO1 (stereo not given)	-4%	i	?	13%	3%	-0.1%	0%	1%	-0.4
CC(=O)N1CCN(c2cc(N3CCc4ccccc4C3)c(F)cc2[N+](=O)[O-])CC1	-14%	i	23µM*	4%	?	4.2%	?	-1%	-2.0
CC(C)c1ccc(NC2CCCN(C(=O)CCN3CCCCO3)C2)cc1 (stereo not given)	-17%	i	1%	18%	-4%	0.1%	7%	-12%	-1.5
COc1nc(NCCc2ccc(OC)c(OC)c2)nc(Nc2ccccc2)n1	-10%	i	-6%	-11%	4%	3.8%	-16%	3%	-2.7
